# Screens from PubChem.
# LDHA inh = LDHA (human) enzyme inhibition; P00338; purified LDHA, NADH/diaphorase-resazurin fluorescence; active compounds read low; activity change, % (values are at about 110 or 230 µM); 480,000 compounds, 0.15% hits; AID 1347041; in the data active = activity change below about -30%; inconclusive = mostly about -25% to -30%;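 also: plate controls were DMSO wells for no effect and wells without enzyme for full effect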
#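 Remaining NADH was detected by diaphorase (0.133 mg/mL) converting 37 µM resazurin to fluorescent resorufin, read at 0 and 20 minutes. The preceding 5-minute room-temperature reaction used 2 nM LDHA, 0.2 mM sodium pyruvate and 0.06 mM NADH at pH 7.4.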
# The depositor's hits bear a star; ? = inconclusive.
LDHA inh	Structure
3	COc1ccc2cc(C(=O)NCC(C)N3CCCC3)c(C)nc2c1 (configuration not stated)
-15	CCC(C)OC(=O)c1ccc(-c2ccc(-c3ccc(C(=O)OC(C)CC)cc3)cc2)cc1 (configuration not stated)
3	COc1ccc(NC(=O)[C@H]2C[C@H](CC(C)C)N[C@]23C(=O)Nc2c(C)cc(Cl)cc23)cc1
13	CN(C)c1ccc(S(=O)(=O)N2CCCCC2)cc1NC(=O)C1CCN(c2ccc(C#N)cn2)CC1
-5	O=C(CCNc1nc(Cl)nc2nc[nH]c12)NCCc1c[nH]c2ccccc12
5	O=C(NCC(c1ccco1)S(=O)(=O)c1ccccc1)c1ccc2c(c1)OCO2 (configuration not stated)
-1	CCCCCCCOc1ccc(C(=O)c2ccccc2)cc1
2	COc1ccc(/C=C2\Oc3cc(OC(=O)C(C)(C)C)ccc3C2=O)c(OC)c1
0	CC1CCCN(CC(=O)NC23CC4CC(CC(C4)C2)C3)C1 (configuration not stated)
2	O=Cc1cccn1-c1ccccc1Cl
-9	CCN(CC)C(=O)CSc1nc2ccc(NC(=O)c3ccc(C)cc3)cc2s1
6	Cc1ccc(-c2c(C)n([O-])c(C)c(-c3ccc(F)cc3)[n+]2=O)cc1
1	O=S(=O)(c1ccc(Br)cc1Cl)N1CCNCC1
-18	Fc1ccccc1CSc1nc2ccccc2nc1SCc1ccccc1F
71	CC(C)(C)c1cc(N=Cc2ccccc2O)cc(C(C)(C)C)c1O
1	CCc1cccc2c(C(=O)C(=O)Nc3cccc(F)c3)c[nH]c12
1	COc1ccc(C(=O)C(C)OC(=O)c2cc(OC)cc(OC)c2)cc1 (configuration not stated)
12	Cn1nc(C(=O)NC2CCCCCC2)c(Cl)c1C(F)(F)F
0	CC(C)(C)C1CCC(=NNC(=S)NC2CCCCC2)CC1 (configuration not stated)
7	COc1ccccc1NC(=O)CSc1nc(N2CCCC2)c2c(c1C#N)CCCC2
0	CC(=O)Nc1ccc(-c2csc(NC(=O)c3nn(C(C)C)c(=O)c4ccccc34)n2)cc1
1	Cc1ccccc1S(=O)(=O)N1CCC(C(=O)NCc2csc(-c3ccccc3)n2)CC1
12	Nc1nc(NCc2ccccc2)sc1C(=O)c1ccc(Cl)cc1
-19	COc1ccc(-c2nc(SCc3cc(=O)c4cccc(Cl)c4[nH]3)n[nH]2)cc1
4	CCC(C)NC(=O)NCC12CC3CC(CC(C3)C1)C2 (configuration not stated)
0	CCn1cnc2c1c(=O)n(CC(=O)Nc1ccc(N3CCCC3=O)cc1)c(=O)n2Cc1ccccc1
-13	CNc1c(NC(=O)c2cccc(F)c2)c(=O)oc2ccccc12
2	COC(=O)c1ccc(CN(C)S(=O)(=O)c2ccc3c(c2)OCCCO3)cc1
7	N#CC1=C(SCC(=O)Nc2ccccc2C(F)(F)F)NC(=O)CC1c1ccc(F)cc1 (configuration not stated)
0	Cc1ccc(-n2nnnc2CNS(=O)(=O)c2ccc(Cl)cc2)cc1C
13	COc1ccc(C(=O)Oc2c(C)cc(C(O)(C(F)(F)F)C(F)(F)F)cc2C)cc1
1	COc1ccc2c(C)c(CC(=O)Nc3ccc(Cn4cncn4)cc3)c(=O)oc2c1
3	CC1=C(c2ccc(C)c(C)c2)S(=O)(=O)N=C1N1CCC(C(=O)NC2CCCC2)CC1
7	O=C(/C=C/c1ccccc1)NNC(=S)NCc1ccccc1
-4	CCOC(=O)c1ccc(OCC(O)CNCCCn2nc(C)cc2C)cc1 (configuration not stated)
5	O=C(C1CC=CCC1)N1CCCC(C(F)(F)F)C1 (configuration not stated)
-7	COCCN(Cc1ccco1)c1nc(-c2ccc(OC)cc2)nc2ccccc12
-6	O=C(OCC(=O)c1c[nH]c2ccccc12)c1ccc2ccccc2n1
7	COc1cccc(NC(=O)c2sc3ncnc(N(C)c4ccccc4)c3c2C)c1
9	Cc1ccc(Sc2ccc(Cl)cc2N)c(C)c1
-3	N#CCCN1CCCC1CCc1ccccc1 (configuration not stated)
0	O=C(Nc1nc(-c2ccccc2)cs1)C12CC3CC(CC(C3)C1)C2
2	CCc1cccc2c(C3=CCN(C(=O)CC(C)C)CC3)c[nH]c12
1	O=C(Oc1ccc2ccccc2c1)c1cc2ccccc2oc1=O
-2	CCc1ccc(-n2cccc2)cc1
-6	COC(=O)CCC(=O)c1cc(OC)ccc1OC
1	CCOC(=O)c1ccc(Oc2coc3cc(OC(=O)N4CCOCC4)ccc3c2=O)cc1
9	O=C(Nc1nc2ccccc2s1)NC1CC(=O)N(c2ccc3c(c2)OCCO3)C1 (configuration not stated)
8	Cn1c(=O)c2c(nc(NCC(O)CO)n2Cc2c(F)cccc2Cl)n(C)c1=O (configuration not stated)
-17	CN(C)C(=O)c1ccc(Cl)nc1
34	COc1cc(/C=C(/C#N)C(=O)Nc2ccccc2C(F)(F)F)cc(Br)c1OC
-7	NC(=O)CCN(C(=O)c1ccc(C(F)(F)F)cc1)c1ccc(F)cc1
-1	COc1cc(/C=N/O)c(Br)c(Br)c1OCc1ccccc1Cl
2	O=C(Nc1ccc(Cl)c(C(F)(F)F)c1)c1nn(-c2cccc(Cl)c2)ccc1=O
-1	COc1ccc(NC(=O)c2cnn3c2NC(C(=O)O)=CC3/C=C/c2ccccc2)cc1Cl (configuration not stated)
0	Cc1ccc(NC2(c3nnnn3-c3ccccc3C)CCCC2)cc1
10	O=C(OCC(F)(F)C(F)F)c1cccnc1
3	CCn1ncc2c(C(=O)Nc3ccc(OC(F)F)cc3)cc(-c3cccs3)nc21
6	Cc1[nH]c2ccccc2c1C(=O)C(C#N)C(=O)C1CC1 (configuration not stated)
0	CNC(=O)NC(=O)C(Cl)c1ccccc1 (configuration not stated)

# Retrieved by structure from above (three):
LDHA inh	Structure
9	O=C(Nc1nc2ccccc2s1)NC1CC(=O)N(c2ccc3c(c2)OCCO3)C1 (configuration not stated)
0	O=C(Nc1nc(-c2ccccc2)cs1)C12CC3CC(CC(C3)C1)C2
6	Cc1[nH]c2ccccc2c1C(=O)C(C#N)C(=O)C1CC1 (configuration not stated)

# Remaining list, next part:
LDHA inh	Structure
-1	O=C(O)CC12CC3CC(C1)CC(O[N+](=O)[O-])(C3)C2
2	CNC(=O)CNC(=O)c1ccc2[nH]c(C)c(C)c2c1
-7	COc1ccc(-c2noc(CN(C(=O)Nc3cccc4ccccc34)C(C)C)n2)cc1
-11	NC(=O)C1CCN(C(=O)c2ccc3c(c2)CCCN3S(=O)(=O)c2ccc(Cl)cc2)CC1
9	Cc1ccc(NC(=O)CC2(C(=O)O)CCCCC2)c(C)c1
-3	CCc1ccc(C(C)NC(=O)CN2CSCC2=O)cc1 (configuration not stated)
5	COc1ccc(C(c2cc(C)sc2NC(=O)c2ccco2)N2CCC(C)CC2)cc1OC (configuration not stated)
3	COc1ccc(-c2nc(C(=O)N3CCCCC3C)nn2-c2ccccc2Cl)cc1 (configuration not stated)
20	Cc1ccc(CN(C)C(C)C(=O)N(C)CC(=O)Nc2ccccc2C(F)(F)F)cc1 (configuration not stated)
-24	O=C(COC(=O)c1cccc(S(=O)(=O)NCc2ccco2)c1)c1ccccc1
2	N#CCCn1c(=O)c2c(ncn2C2CCCC2)n(Cc2ccccc2)c1=O
4	O=C(CCc1ccccc1)Nc1ccc(Cc2ccncc2)cc1
9	COC(=O)c1c(C)[nH]c(C(=O)N2CCC(CC(=O)NCc3ccc4c(c3)OCO4)CC2)c1C
13	CC(C)C1CCC(C)C(C2(C#N)C(N)=C(C=O)CC2(C#N)C#N)C1=O (configuration not stated)
3	C=CC[C@H]1Cc2c(Br)cc(Br)c(Br)c2[C@H](CC=C)N1
1	COc1ccc2c(C)c(-c3cccc4ccccc34)c(=O)oc2c1
-3	CC(c1cccc(Cl)c1)N(C)CCS(=O)(=O)CCC(N)=O (configuration not stated)
-10	Cc1oc(-c2cccs2)nc1C(=O)N1CCCC1C1CCCCC1 (configuration not stated)
3	COc1cccc(NC(=O)Cc2c(C)c3c(O)cc(C)cc3oc2=O)c1
27	COC(=O)C(C#N)c1nc2ccccc2nc1NCC(C)C (configuration not stated)
3	CCc1ccc(C(=O)Oc2ccc(OC(=O)c3ccc(CC)cc3)c(-c3ccccc3)c2)cc1
1	COc1ccc(CN2CCN(C(=O)Nc3cccc(Cl)c3)CC2)c(OC)c1OC
-2	CCC(=O)c1ccc(OC(=O)/C=C/c2cccc(Cl)c2)cc1
-8	CN(CCc1noc(COc2ccc(F)cc2F)n1)C(=O)c1ccccc1C(F)(F)F
-14	CN(CC(=O)Nc1ccc(Cl)cc1)C(=O)c1ccc2c(c1)nnn2C
5	O=C(CSc1nnc2ccccn12)c1ccc(F)cc1
-2	O=C(Cc1cccc2ccccc12)NCc1ccccn1
6	O=C(c1cc2ccccc2cc1O)N1CCN(S(=O)(=O)c2ccc(Cl)cc2)CC1
1	O=C1CC(C(=O)NOCc2ccccc2)c2ccccc2N1 (configuration not stated)
3	Cc1ccccc1Nc1nc(C(=O)NCCCN2CCOCC2)cs1
-9	O=C(CN1C(=O)N/C(=C\c2cccn2-c2cccc(C(=O)O)c2)C1=O)Nc1ccc(Cl)cc1
-19	Cc1cc(C(=O)CSc2ccc(Br)cc2)c(C)[nH]1
6	c1ccc(-c2nnn(Cc3ncc(-c4ccccc4)o3)n2)cc1
-3	Clc1ccccc1-c1csc(-c2ccccc2)n1
20	Cc1nnc(CN(C)c2ncnc3ccc(-c4ccc5c(c4)OCO5)cc23)o1
4	COC(=O)C(C)Oc1c(Br)cc(C=O)cc1OC (configuration not stated)
0	ClC(=C\c1ccccc1)/C=N/N1CCN(Cc2ccc(Cl)cc2)CC1
-12	CC(OC(=O)Cc1nn(C)c(=O)c2ccccc12)C(=O)NCc1ccccc1 (configuration not stated)
5	Cc1c(CC(=O)NC2CC2)c(=O)oc2cc(O)c(Cl)cc12
-1	CC(C)Cc1ccc(C(NC(=O)CC2(C(=O)O)CCCC2)c2cccs2)cc1 (configuration not stated)
4	Cc1ccc(C(=O)Nc2ncn(CC(=O)NCc3ccccc3)n2)cc1
5	O=C(Nc1ccc2c(c1)CCC2)C1(c2ccc(F)cc2)CCC1
10	Cc1ccc(N2C(=O)c3cccnc3C2Nc2ccc(F)cc2C)cc1 (configuration not stated)
?	CCOc1ccc2c(=O)c(Oc3ccc(OC)cc3)c(C(F)(F)F)oc2c1
3	Cc1nn(CCc2nnc(Nc3ccn(Cc4ccccc4Cl)n3)s2)c(C)c1Cl
4	CCN(CC)CCCNC(=O)C1CCN(c2ncnc3nc[nH]c23)CC1
9	CC(Sc1cccc2cccnc12)C(=O)NC(=O)NC1CCCC1 (configuration not stated)
7	CC(=O)c1cc(C(C)(C)C)c(O)c(C(C)(C)C)c1

# Continued (five carried over from the part before).
LDHA inh	Structure
?	CCOc1ccc2c(=O)c(Oc3ccc(OC)cc3)c(C(F)(F)F)oc2c1
3	Cc1nn(CCc2nnc(Nc3ccn(Cc4ccccc4Cl)n3)s2)c(C)c1Cl
4	CCN(CC)CCCNC(=O)C1CCN(c2ncnc3nc[nH]c23)CC1
9	CC(Sc1cccc2cccnc12)C(=O)NC(=O)NC1CCCC1 (configuration not stated)
7	CC(=O)c1cc(C(C)(C)C)c(O)c(C(C)(C)C)c1
13	CCOc1cc2ccccc2cc1C(=O)O
-9	CCCNC(=O)CN(C)Cc1nc2ccccc2o1
18	Cc1ccc(-c2cc(C(=O)O)c3ccccc3n2)o1
1	Cc1ccc(C(=O)N2CCC(c3nc4cc(C(F)(F)F)ccc4s3)CC2)cn1
-9	O=C(Cc1ccccc1)c1ccccc1NC(=O)C(c1ccccc1)c1ccccc1
-4	Nc1cccc(-c2cc3ccccn3c2)c1
-2	Cn1c(=O)c(-c2noc(C(=O)NCc3ccco3)n2)nn(-c2ccccc2)c1=O
0	CCCC12CN(C(C)=O)CC(C)(CN(C(C)=O)C1)C2=O
0	CCn1nc(C(=O)Nc2ccc3c(c2)OCO3)c2ccccc2c1=O
11	CC(C)CCNc1nc(-c2ccc([N+](=O)[O-])cc2)c(C(=O)Nc2ccccc2)s1
-5	CC(C)NC(=O)N1CCC2(CC1)NC(=O)c1ccccc1O2
15	COc1ccc(NC(=O)C(C)Oc2cc(C)cc(C)c2)c2cccnc12 (configuration not stated)
3	CCc1ccc(C(=O)N2CCCC2)cc1
13	C/C(=N\Oc1cc(N)cc([N+](=O)[O-])c1)c1ccncc1
2	COc1cc(CC(=O)OC(C)c2ccc(F)cc2)cc(OC)c1OC (configuration not stated)
-11	Cc1ccc(NC(=O)CSc2ncnc3ccccc23)c(C)c1

# Quoted from the listing:
# `Cn1nc(C(=O)NC2CCCCCC2)c(Cl)c1C(F)(F)F` in LDHA inh = 12
# `Cc1ccc(-c2c(C)n([O-])c(C)c(-c3ccc(F)cc3)[n+]2=O)cc1` in LDHA inh = 6
# `Cc1c(CC(=O)NC2CC2)c(=O)oc2cc(O)c(Cl)cc12` in LDHA inh = 5
# `COc1ccc(NC(=O)C(C)Oc2cc(C)cc(C)c2)c2cccnc12` (configuration not stated) in LDHA inh = 15
# `CCCC12CN(C(C)=O)CC(C)(CN(C(C)=O)C1)C2=O` in LDHA inh = 0

# Structural class, the entries above with a nitro group on carbon.
LDHA inh	Structure
11	CC(C)CCNc1nc(-c2ccc([N+](=O)[O-])cc2)c(C(=O)Nc2ccccc2)s1
13	C/C(=N\Oc1cc(N)cc([N+](=O)[O-])c1)c1ccncc1

# Some of the compounds tested. The share of hits here may be higher or lower than overall.
